Bioassay records (PubChem)
GRK2 aptamer HTS – human GRK2 inhibition via aptamer displacement; inhibition of aptamer binding, % at 10 µM; bead flow cytometry, FAM-aptamer displacement from GRK2; actives 0.59% (n = 330,000);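 active means inhibition of aptamer binding above 40%, roughly 3 SD of noise, on plates passing a quality check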;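 further: median bead fluorescence of bound FAM aptamer so fluorescent compounds give negative values; no value below 0 was filed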
AGP1 TOR yeast – yeast TOR pathway AGP1-GFP modulation; S. cerevisiae AGP1-GFP multiplex flow cytometry, 3 h; GFP as percent of DMSO wells; GFP response vs DMSO, % at 10 µM; actives 0.02% (n = 320,000);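 active means GFP response relative to DMSO above a set limit, near screen average plus 3 SD, cut at about 150% in these data; inconclusive means fewer than 70 cells counted for the yeast strain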;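 further: median GFP channel fluorescence of the gated AGP1 strain per well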
RPL19A-GFP yeast – alters RPL19A-GFP fluorescence in TOR pathway yeast screen | S. cerevisiae RPL19A-GFP strain, flow cytometry, 3 h; hits give low values | percent response vs DMSO, % at 10 µM | actives 0.3% (n = 330,000);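 active means percent response vs DMSO below 50%; inconclusive means fewer than 70 events counted for the yeast strain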;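 further: median channel GFP fluorescence of the barcoded RPL19A-GFP strain; ratio of sample median GFP to plate DMSO average so 100% = DMSO; lower means less RPL19A-GFP as with rapamycin TOR inhibition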
JMJD2C inh – inhibitors of human GASC-1 (JMJD2C) demethylase; GST-JMJD2C(1-420) H3K9me3 demethylation, DELFIA europium; inhibition, % at 2.35 µM; AID 2099; Q9H3R0; actives 0.069% (n = 330,000);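 active means more than half of a compound's replicate wells show inhibition beyond 50%, single wells judged on their own value; inconclusive means some, but no more than half, of replicates pass 50% inhibition; inactive means no replicate passes 50% inhibition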;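 further: signal counts dimethyl H3K9 product captured on neutravidin plate; 0% = median of DMSO wells and 100% = 0.3 times that DMSO median; strong numbers were not always called active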
MEP2-GFP yeast – yeast TOR pathway MEP2-GFP modulation. AID 2016. GFP response vs DMSO, % at 10 µM. S. cerevisiae MEP2-GFP strain, flow cytometry GFP, 3 h; 100% = DMSO control level. actives 0.51% (n = 330,000);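 active means GFP response versus DMSO above a set limit, roughly screen mean plus 3 SD, cut at about 180% in these data; inconclusive means fewer than 70 cells counted for a yeast strain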;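 further: median GFP fluorescence of the barcode-gated MEP2-GFP cells per well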
VLA-4 inh – inhibition in a human VLA-4 binding assay; P13612; VLA-4 expressing cells, ligand binding flow cytometry; inhibition, % (about 7 µM as worked out from the volumes in the protocol); actives 0.2% (n = 330,000); in the data active means inhibition above about 50%
Target sequence (P13612 whole entry, looked up): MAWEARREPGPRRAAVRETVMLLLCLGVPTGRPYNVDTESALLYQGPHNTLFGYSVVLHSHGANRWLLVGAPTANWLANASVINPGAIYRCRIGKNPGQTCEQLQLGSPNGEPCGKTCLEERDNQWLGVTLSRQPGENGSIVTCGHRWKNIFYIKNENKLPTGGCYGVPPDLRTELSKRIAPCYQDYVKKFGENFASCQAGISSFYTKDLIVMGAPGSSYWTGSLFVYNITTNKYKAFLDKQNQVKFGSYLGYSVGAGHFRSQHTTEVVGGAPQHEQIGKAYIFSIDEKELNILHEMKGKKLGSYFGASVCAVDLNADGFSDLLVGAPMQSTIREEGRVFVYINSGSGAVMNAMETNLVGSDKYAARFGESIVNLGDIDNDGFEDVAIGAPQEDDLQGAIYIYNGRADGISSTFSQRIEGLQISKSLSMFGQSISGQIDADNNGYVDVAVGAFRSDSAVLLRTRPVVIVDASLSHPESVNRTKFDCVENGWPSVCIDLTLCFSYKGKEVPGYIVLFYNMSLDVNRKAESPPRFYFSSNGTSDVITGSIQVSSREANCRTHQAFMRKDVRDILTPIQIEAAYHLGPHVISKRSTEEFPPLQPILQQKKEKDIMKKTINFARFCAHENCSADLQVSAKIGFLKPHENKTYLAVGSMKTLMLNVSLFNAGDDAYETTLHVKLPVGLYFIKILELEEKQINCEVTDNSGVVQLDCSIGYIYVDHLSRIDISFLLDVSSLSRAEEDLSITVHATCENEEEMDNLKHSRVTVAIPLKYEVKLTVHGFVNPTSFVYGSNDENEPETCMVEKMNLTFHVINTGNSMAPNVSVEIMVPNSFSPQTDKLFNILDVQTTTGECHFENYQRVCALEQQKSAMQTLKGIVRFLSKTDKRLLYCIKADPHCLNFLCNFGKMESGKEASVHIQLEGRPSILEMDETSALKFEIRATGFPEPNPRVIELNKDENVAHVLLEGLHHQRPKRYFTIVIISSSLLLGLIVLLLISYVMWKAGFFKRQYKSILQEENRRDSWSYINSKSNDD
LAP4 TOR yeast – yeast TOR pathway LAP4-GFP modulation. S. cerevisiae LAP4-GFP multiplex, flow cytometry GFP, 3 h; median GFP as percent of DMSO wells. GFP response vs DMSO, % at 10 µM. actives 0.34% (n = 320,000);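 active means GFP response vs DMSO above a set limit, about the screen mean plus 3 SD, cut at about 150% in these data; inconclusive means under 70 cell events counted for the yeast strain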
CIT2-GFP yeast – modulators of TOR pathway CIT2-GFP in S. cerevisiae | S. cerevisiae CIT2-GFP strain, flow cytometry, 3 h; 100 means same as DMSO wells | GFP response vs DMSO, % at 10 µM | actives 0.065% (n = 320,000) | AID 2029;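 active means GFP response relative to DMSO above a set limit, near the screen mean plus 3 SD, cut at about 150% in these data; inconclusive means Fewer than 70 cells measured for a yeast strain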;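 further: ratio of well median GFP fluorescence to mean of DMSO wells on the plate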
* = called active by the depositor; i = inactive; ? = inconclusive; . = not tested or not shown; [ ] = dose if it differs, or a comment.

nr	RPL19A-GFP yeast	mol	JMJD2C inh	MEP2-GFP yeast	GRK2 aptamer HTS	CIT2-GFP yeast	AGP1 TOR yeast	VLA-4 inh	LAP4 TOR yeast
1	90	CC(NC(=O)CCNC(=O)c1ccco1)c1ccccc1 (stereo unspecified)	15	92	1	93	92	4	99
2	100	COc1ccc(OC)c(C(C)NC(=O)c2ccco2)c1 (stereo unspecified)	-3	101	1	103	102	3	97
3	100	COc1ccc(NC(=S)NCCSc2ccc(Cl)cc2)c(OC)c1	-4	103	2	101	104	1	100
4	102	O=C1CCCN1c1ccc(S(=O)(=O)N2CCN(c3ccccn3)CC2)cc1	0	99	4	94	103	7	105
5	101	Cc1nc([N+](=O)[O-])c(Br)n1CC(=O)c1ccccc1	3	105	1	105	98	7	97
6	99	Cc1nc2ccc(S(=O)(=O)Nc3cccc(-c4nc5cccnc5s4)c3C)cc2s1	21	103	3	96	103	-1	102
7	99	COc1ccc(S(=O)(=O)Nc2nc3ccccc3nc2NCC2CCCO2)cc1 (stereo unspecified)	-10	103	2	95	90	-4	95
8	102	CC(NC(=O)c1ccc(Cl)c(Cl)c1)c1ccc(-c2ccccc2)cc1 (stereo unspecified)	13	106	2	107	105	10	98
9	105	O=C(CSc1nnc(-c2ccccc2)n1-c1ccc(Cl)cc1)NNC(=S)Nc1ccccc1	-1	122	0	94	108	-16	114
10	100	CCN(CC)c1ccc(C2C(C(=O)OC)=C(C)NC(C)=C2C(=O)OC)cc1	9	101	1	110	106	1	103
11	96	CC1CCN(C(=O)COC(=O)c2cc(S(=O)(=O)N3CCOCC3)ccc2Cl)CC1	19	93	0	92	108	28	95
12	106	COc1ccc(CNS(=O)(=O)c2c(C(=O)N3CCCCCC3)c(C)n(C)c2C)cc1	1	102	1	110	110	-1	112
13	103	COC(=O)C1=NN(c2ccc(Cl)cc2)C2C(=O)N(c3ccccc3OC)C(=O)C12 (stereo unspecified)	1	103	0	97	102	10	95
14	104	CC1=C(OC(=O)c2ccccc2)C(C)(C)C(c2ccccc2)OC1=O (stereo unspecified)	8	100	0	110	100	6	100
15	98	CCOC(=O)CN1C(=O)N[C@@H](c2ccco2)C(C(C)=O)=C1C	4	94	3	117	92	2	140
16	102	CCN(CC)C(=O)CC(c1cc(OC)c(OC)c(OC)c1)c1c(OC)cc(OC)c2c(-c3ccccc3)cc(=O)oc12 (stereo unspecified)	2	104	9	103	110	-3	103
17	97	O=S(=O)(c1ccc(F)cc1)N1CCC(O)(c2ccc3c(c2)OCO3)CC1	-3	103	0	95	98	5	107
18	90	O=C(O)CCn1c(=O)sc2ccccc21	1	102	0	74	101	-21	90
19	104	COC(=O)c1cccc(NC(=O)CC2C(=O)NCCN2C(=O)Nc2cc(C)cc(C)c2)c1 (stereo unspecified)	4	112	0	97	104	21	114
20	105	Cc1cccc(OCCSc2nncn2C)c1	-10	98	1	95	95	3	95
21	103	CCOc1ccc(C(=O)NCCCCNC(=O)c2ccc(OCC)cc2)cc1	-2	102	4	100	99	-70	92
22	93	O=C(NCCC1=CCCCC1)c1cc(-c2ccncc2)nc2ccccc12	5	86	0	94	97	2	94
23	99	Cc1ccc2c(c1)S/C(=C\c1cccc[n+]1C)N2CCO	84	115	0	97	96	-73	97
24	98	COC(=O)C1=C(C)NC(C)=C(C(=O)OC)C1c1ccc(N(C)C)cc1	-2	101	0	105	98	24	95

Along the list, from the results shown.
CIT2-GFP yeast, entries 16 to 24: 103, 95, 74, 97, 95, 100, 94, 97, 105
VLA-4 inh, entries 16 to 24: -3, 5, -21, 21, 3, -70, 2, -73, 24

More results.
nr	RPL19A-GFP yeast	mol	JMJD2C inh	MEP2-GFP yeast	GRK2 aptamer HTS	CIT2-GFP yeast	AGP1 TOR yeast	VLA-4 inh	LAP4 TOR yeast
25	96	Cc1cc(C)cc(N(CC(=O)N2CC=C(c3ccccc3)CC2)S(=O)(=O)c2c(C)noc2C)c1	-5	120	0	102	105	23	114
26	98	CN1C(=O)/C(=C/c2cn(CC(=O)N3CCCCC3)c3ccccc23)c2ccccc21	4	116	1	100	97	6	124
27	86	O=C(CCN1C(=O)C2C3C=CC(C3)C2C1=O)N1CCN(c2cccc(Cl)c2)CC1 (stereo unspecified)	-10	93	0	98	88	-10	84
28	95	C[C@H](CO)N1C[C@H](C)[C@@H](CN(C)S(=O)(=O)c2cccs2)Oc2ccc(NC(=O)CCC(F)(F)F)cc2C1=O	7	89	0	79	84	-10	81
29	107	COc1ccccc1N(CC(=O)NCc1ccco1)S(C)(=O)=O	-26	105	1	102	113	5	123
30	98	CC12CCC(=O)C=C1CCC1C2C(O)CC2(C)C1CCC2(O)C(=O)CO (stereo unspecified)	3	95	1	101	91	6	104
31	101	CC(C)NC(=O)C12CC3CC(C1)CC(n1cnc(Cl)n1)(C3)C2	5	105	2	109	108	-13	104
32	95	CN(CC(=O)Nc1cccc(F)c1)C(=O)c1ccc(N2CCCCCC2)c([N+](=O)[O-])c1	5	96	0	106	106	-9	103
33	98	CCCc1nnc(NC(=O)CCCC(=O)O)s1	-3	101	0	108	104	12	98
34	101	CCN1CCN(CC(=O)N2N=C(c3cccs3)CC2c2ccc(C)cc2)C(=O)C1=O (stereo unspecified)	-8	101	0	100	100	-2	104
35	96	CCCn1c2ccccc2c2cnn(CC(=O)NCCCN3CCCC(C)C3)c(=O)c21 (stereo unspecified)	-33	101	0	106	102	1	92
36	93	CC(=O)c1ccc(/C=C/c2nc3ccccc3n2C)o1	-50	93	1	86	93	-7	108
37	97	CN1C(C(=O)NCC2CC2)CC2Cn3c(nc4ccccc43)C21 (stereo unspecified)	i	90	0	81	81	20	121
38	94	COc1cc(/C=C/C(=O)Nc2nc3ccc(S(=O)(=O)N(C)C)cc3s2)cc(OC)c1OC	1	98	0	96	99	1	107
39	95	CS(=O)(=O)N1CCN(c2ccccc2F)CC1	6	93	3	95	102	3	98
40	88	N#Cc1cc(C(=O)c2cc(Br)ccc2O)cn(C2CC2)c1=O	9	124[may fluoresce violet]	0	?	43	-3	94[may fluoresce violet]
41	97	COCc1cc(C)nc(SCC[N+](C)(C)CC(=O)Nc2cccc(C)c2)c1C#N	6	101	0	91	93	0	94
42	97	CC(C)c1ccc(C2NC(=O)NC3=C2CCc2ccccc23)cc1 (stereo unspecified)	-3	93	0	87	93	4	91
43	100	CN(c1ccc(C(=O)N2CCCCC2)cc1)S(=O)(=O)c1cccs1	0	100	0	103	99	8	98
44	100	O=C(NCCN1CCN(Cc2ccccc2)CC1)C1CC(=O)N(C2CCCC2)C1 (stereo unspecified)	.	105	1	102	103	10	95
45	104	CCOC(=O)c1sc(NC(=O)CS(=O)(=O)c2ccc(C)cc2)nc1C	-5	104	1	108	102	21	99
46	100	O=C(C[n+]1ccccc1)N1CCCc2ccccc21	21	103	0	102	107	7	101
47	99	CCN(CC)CCCCCOc1ccccc1OC	-31	100	2	101	102	8	97
48	92	CC(=O)N(Cc1ccccc1)Cc1cn(CCC#N)nc1-c1cccc([N+](=O)[O-])c1	?	97	0	91	94	1	106
49	96	Cc1oc(-c2ccccc2)cc1C(=O)Nc1cccc2ccccc12	-28	100	3	91	92	-7	109
50	99	COC(=O)c1ccc(CSc2cc(C)c3cc(C)cc(C)c3n2)o1	9	88	0	103	89	5	97
51	101	c1ccc(C2=Nc3c(ccc4ccccc34)C(c3ccncc3)=NN2)cc1	-5	101	0	100	91	18	106
52	92	COc1ccccc1N1CCN(C(=O)C2=CC=CN3CCS(=O)(=O)N=C23)CC1	-2	92	5	99	95	-4	95
53	90	Cc1cc(Nc2ccccc2)n(-c2nc3ccccc3[nH]2)n1	-4	97	1	102	89	10	96
54	100	O=c1nccc(NCc2ccco2)[nH]1	-21	116	0	110	111	40	112
55	95	COc1ccc(CCNC(=O)C2CCCN(Cc3nc(-c4cccc(Cl)c4)oc3C)C2)cc1OC (stereo unspecified)	-3	94	0	83	100	10	78
56	92	CCOc1cc(C2Nc3ccccc3NC3=C2C(=O)CC(C)(C)C3)ccc1OC(C)=O (stereo unspecified)	-15	104	1	106	102	3	90
57	97	CC(=O)Nc1c(C(=O)NCc2ccccc2)nnn1Cc1ccccc1	-43	96	0	101	100	6	92
58	97	Cc1nc2ccc(NC(=O)COc3ccccc3[N+](=O)[O-])cc2s1	-23	97	0	96	99	-5	102
59	100	O=C(CN(c1cccc([N+](=O)[O-])c1)S(=O)(=O)c1ccccc1)NCc1ccccc1	-5	103	2	99	99	4	91
60	92	COCCNC(=O)C(c1cccs1)N(Cc1cccs1)C(=O)Cn1nnc2ccccc21 (stereo unspecified)	17	93	4	90	.	1	91
61	102	CC(C)Cc1nnc(NC(=O)c2ccc([N+](=O)[O-])cc2)s1	10	111	2	102	102	12	103
62	101	CC(=O)Oc1ccc2c(C)cc(=O)[nH]c2c1	5	103	1	109	105	9	102
63	95	CN(C)S(=O)(=O)c1ccc(N2CCCC2)c(C(=O)Nc2ccc(Br)cc2F)c1	5	97	0	95	103	4	107

Molecules from the list above that contain a Cl atom (eight):
nr	RPL19A-GFP yeast	mol	JMJD2C inh	MEP2-GFP yeast	GRK2 aptamer HTS	CIT2-GFP yeast	AGP1 TOR yeast	VLA-4 inh	LAP4 TOR yeast
3	100	COc1ccc(NC(=S)NCCSc2ccc(Cl)cc2)c(OC)c1	-4	103	2	101	104	1	100
8	102	CC(NC(=O)c1ccc(Cl)c(Cl)c1)c1ccc(-c2ccccc2)cc1 (stereo unspecified)	13	106	2	107	105	10	98
9	105	O=C(CSc1nnc(-c2ccccc2)n1-c1ccc(Cl)cc1)NNC(=S)Nc1ccccc1	-1	122	0	94	108	-16	114
11	96	CC1CCN(C(=O)COC(=O)c2cc(S(=O)(=O)N3CCOCC3)ccc2Cl)CC1	19	93	0	92	108	28	95
13	103	COC(=O)C1=NN(c2ccc(Cl)cc2)C2C(=O)N(c3ccccc3OC)C(=O)C12 (stereo unspecified)	1	103	0	97	102	10	95
27	86	O=C(CCN1C(=O)C2C3C=CC(C3)C2C1=O)N1CCN(c2cccc(Cl)c2)CC1 (stereo unspecified)	-10	93	0	98	88	-10	84
31	101	CC(C)NC(=O)C12CC3CC(C1)CC(n1cnc(Cl)n1)(C3)C2	5	105	2	109	108	-13	104
55	95	COc1ccc(CCNC(=O)C2CCCN(Cc3nc(-c4cccc(Cl)c4)oc3C)C2)cc1OC (stereo unspecified)	-3	94	0	83	100	10	78

Rows were taken by chance. About 1.7% of those tested had a hit in this group.
